Sm TGR inh: inhibitors of Schistosoma mansoni thioredoxin glutathione reductase. Q962Y6. 3% of 360,000 active. purified TGR, DTNB reduction, TNB absorbance 405 nm. Potency, µM (doses to about 114 µM), for inactives: at the top dose activity change, negative = inhibition, actives largely listed as inhibitors; note: nearly all actives have a fitted effect of over 60% in size
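TGR 20 nM + NADPH 100 uM (dispensed conc.), cpd preinc 15 min RT; start with NADPH (500 uM addition) then DTNB (15 mM addition). Kinetic TNB absorbance, 405 nm filter. Four-parameter Hill fit across titration.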
TbPYK inhibitor: blocks Trypanosoma brucei pyruvate kinase | Q57TT1 | TbPYK enzyme, Kinase-Glo Plus ATP luminescence, 45 min | Potency, µM (doses to about 76.8 µM), inactives show at the top dose activity, negative = inhibition, actives largely listed as inhibitors | 0.12% of 410,000 active | AID 624173; note: nearly all actives have a fitted effect of over 50% in size
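Luminescent Kinase-Glo Plus end-point after 45 min room-temperature reaction of T. brucei pyruvate kinase started with 130 uM ADP (final). Buffer TEA 50 mM pH 7.2 with KCl, MgCl2, BSA, Tween-20; titration-based qHTS with fitted concentration-effect curves.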
* hit, by the source's call; ? = inconclusive; [ ] = remark or other dose. Calls come from the whole dose curve; as a rule, active = well fitted curve in the direction sought with a large enough effect; inconclusive = small, poorly fitted or top-dose-only effect, or another doubt; inactive = no such curve, though single readings can be large; an effect the other way counts as inactive or inconclusive. % is set by controls: 0 for no effect and ±100 for the full control effect; potency is the fitted concentration of half-maximal effect.

Below each compound: Sm TGR inh, TbPYK inhibitor
- CCOc1ccccc1NC(=O)CSc1nc2c([nH]c3ccccc32)c(=O)n1-c1ccccc1
→ 2%, -4%
- Cc1ccc(-n2ncc(C(=O)NCCCN3CCCCC3)c2C2CCN(C(=O)OC(C)(C)C)CC2)c(C)c1
→ 4%, 0%
- COc1ccc(OCC(=O)N2CCN(C(=O)c3cccc(OC)c3OC)CC2)cc1
→ 1%, 4%
- Cc1cccc(CC2C(=O)Nc3ccccc32)c1 (stereo unspecified)
→ 41%[activator], -2%
- Cc1cc(=O)n(Cc2ccccc2)c2c1c(C)nn2C
→ -16%, 3%
- CCOC(=O)c1oc2ccc(S(=O)(=O)n3nc(-c4cc(OCC)c(OCC)c(OCC)c4)cc3N)cc2c1C
→ 18%, -9%
- Cc1cccc(-c2cc(NC(=O)C(C)(C)C)n(-c3ccccc3)n2)c1
→ 0%, 0%
- COc1ccccc1CNC(=O)CSc1nc(-c2ccc(OC)c(OC)c2)cc(C(F)(F)F)n1
→ -13%, -10%
- COc1cccc(NC(=O)N2CCC(CN3CCOCC3)CC2)c1
→ -1%, 2%
- Cc1ccc(NC(=O)Cn2c(=O)n(Cc3nc(-c4ccccc4)no3)c(=O)c3cc4c(cc32)OCO4)c(C)c1
→ -3%, 0%

Random excerpt: 3 entries already listed, in no set order.
Below each compound: Sm TGR inh, TbPYK inhibitor
- Cc1cc(=O)n(Cc2ccccc2)c2c1c(C)nn2C
→ -16%, 3%
- Cc1cccc(-c2cc(NC(=O)C(C)(C)C)n(-c3ccccc3)n2)c1
→ 0%, 0%
- Cc1ccc(-n2ncc(C(=O)NCCCN3CCCCC3)c2C2CCN(C(=O)OC(C)(C)C)CC2)c(C)c1
→ 4%, 0%

Other entries follow:
Below each compound: Sm TGR inh, TbPYK inhibitor
- Cc1cc(O)c(-c2ccnc3cc(-c4ccccc4)nn23)cc1Cl
→ -8%, 0%
- CCc1ccc(N(CC)C(=O)Cn2c(=O)oc3ccccc32)cc1
→ 1%, -10%
- COc1ccc(Cl)cc1NC(=O)Cn1ncc2c3ccccc3n(Cc3ccccc3)c2c1=O
→ -9%, 2%
- O=C(NCCN1CCN(c2cccc(Cl)c2)CC1)C1COc2ccccc2C1 (stereo unspecified)
→ 3%, -7%
- Cc1cc(C)cc(Nc2ncnc3sc4c(c23)CCCC4)c1
→ 2%, 4%
- CCc1ccc(NC(=O)Cn2c(=O)n(CCc3ccccc3)c(=O)c3sc4ccccc4c32)cc1
→ 5%, 2%
- O=C(Cn1c(=O)n(-c2ccccc2)c(=O)c2ccc(C(=O)NCc3ccc4c(c3)OCO4)cc21)Nc1ccc(F)c(Cl)c1
→ 3%, 0%
- CCn1nc(-c2ccccc2)c(-c2ccccc2)c(C(=O)OCCOC)c1=O
→ -6%, 2%
- CCS(=O)(=O)N1CCc2cc(C(=O)NCCc3ccccc3)ccc21
→ 5%, 4%
- COc1cc(OC)cc(C(=O)Nc2nc(-c3nnn(-c4ccc(C)cc4)c3C)ns2)c1
→ -2%, 5%
- O=C(Nc1ccc(Br)cc1)N1CCC(CN2CCCC2)CC1
→ -27%, 4%
- COc1ccccc1OC(C)C(=O)NCC1(N2CCOCC2)CCCCC1 (stereo unspecified)
→ -7%, 6%
- COc1ccc(C(=O)c2cn(CC(=O)Nc3cc(C)ccc3C)c3nc(C)ccc3c2=O)cc1
→ 1%, 3%
- CCN1C(=O)c2ccccc2Sc2ccc(NC(=O)c3cccc(C)c3)cc21
→ -2%, 14%
- Cc1nc2ccc(S(=O)(=O)N(CC(=O)Nc3ccc(F)cc3)Cc3ccccc3)cc2s1
→ 7%, 5%
- Cc1ccc(C(=O)COC(=O)CCC(=O)Nc2ccc(Oc3ccccc3)cc2)cc1
→ 18%, -2%
- CCOC(=O)c1cccc(NC(=O)N2CCC(CN3CCc4ccccc4C3)CC2)c1
→ 3%, 3%
- CCC(=O)N1CCc2cc(S(=O)(=O)NC(C(=O)Nc3ccc(C(C)=O)cc3)C(C)C)ccc21 (stereo unspecified)
→ -2%, -2%
- CCOc1ccc(NC2SC(=O)N(Cc3ccccc3)C2=O)cc1 (stereo unspecified)
→ -11%, 4%
- O=C(Cn1ccn(-c2ccc(F)c(F)c2)c(=O)c1=O)c1ccc(F)cc1
→ -3%, -4%
- CC1=C(c2ccc(C)cc2)S(=O)(=O)NC1=NCCCN1CCN(c2cc(C)ccc2C)CC1
→ 0%, -4%
- COc1ccc(CCn2c(=O)c3cccnc3n(CC(=O)Nc3ccc(C)c(F)c3)c2=O)cc1OC
→ 2%, -2%
- CCc1ccc(NC(=O)CSc2nc3c([nH]c4ccccc43)c(=O)n2-c2ccc(C)cc2)cc1
→ 0%, 4%
- Cc1ccc(CSc2oc(-c3ccco3)nc2S(=O)(=O)c2ccc(Br)cc2)cc1
→ -19%, -5%
- CC(C)OCCCn1c(SCc2cccc(Br)c2)nc2c(sc3ccccc32)c1=O
→ -4%, -2%
- CCOc1ccc(NC(=O)c2ccc3c(c2)nnn3C2CCCC2)cc1
→ -4%, -4%
- CCOC(=O)c1cc(OC(=O)c2cc(Cl)ccc2OC)n(-c2ccccc2)n1
→ 5%, -9%
- COc1ccccc1NC(=O)c1c(C)cc(C)nc1SCC(=O)Nc1ccc(C)cc1
→ -3%, -2%
- O=C(Cn1cc(S(=O)(=O)c2ccccc2)c(=O)c2cc3c(cc21)OCO3)Nc1ccccc1
→ -12%, 1%
- COc1ccc(C(=O)Oc2ccc(C(c3c(C)[nH][nH]c3=O)c3c(C)[nH][nH]c3=O)cc2)cc1
→ 2%, 2%
- CC(C)CCOc1ccc(Oc2nc(N(C)C)nc(N(C)C)n2)nn1
→ -2%, 1%
- Cc1ccc(-c2ccc(CCC(=O)O)n2-c2ccc(C(C)C)cc2)cc1
→ 40µM*, -10%
- O=C(/C=C/c1cn(CC(O)CN2CCCCCC2)c2ccccc12)c1ccccc1 (stereo unspecified)
→ ?, -1%
- CN(Cc1ccccc1)C(=O)CSc1nnc(-c2cccc(Cl)c2)o1
→ 14%, 3%
- CC(C)(C)OC(=O)N1CCC(c2nnc(SCc3ccccc3)o2)CC1
→ -14%, 1%
- CC(C)OCCCNC(=O)CCCN1C(=O)CCn2nc(-c3cccn3C)cc21
→ -9%, 1%
- Cc1cccc(OCCn2c(-c3ccc(Cl)cc3)nc3ccccc3c2=O)c1C
→ 6%, 4%
- Cc1c(Cl)cccc1NC(=O)c1ccc2c(c1)CCCN2S(C)(=O)=O
→ 1%, 0%
- CCN(C(=O)CSc1nc2ccccc2n1CC(=O)Nc1ccc(F)cc1F)c1ccccc1
→ -1%, 2%
- O=C(NCC1CCN(Cc2cccc(F)c2)CC1)c1cc2ccc3cccnc3c2[nH]1
→ 5%, -8%
- CCc1ccccc1NC(=O)Cn1c(-c2nonc2N)nc2ccccc21
→ 0%, 5%
- C=Cc1ccc(CN2C(=O)N(c3ccc(C)c(C)c3)S(=O)(=O)c3ccccc32)cc1
→ 1%, 1%
- COc1ccc(OC)c(S(=O)(=O)NCCc2sc(-c3ccc(C)cc3)nc2C)c1
→ 1%, -13%
- Cc1nc(-c2ccc(S(=O)(=O)NCc3ccccc3Cl)cc2)co1
→ 9%, -4%
- CN(C)CCNC(=O)c1ccc2c(c1)N(Cc1c(F)cccc1Cl)C(=O)c1ccccc1S2
→ 1%, -3%
- CCc1ccccc1NC(=O)c1cc2sc(Cl)cc2n1CC
→ 1%, -4%
- COc1ccc(-n2nc(C(=O)Nc3cccc(C(F)(F)F)c3)c3c4ccccc4n(C)c3c2=O)cc1
→ 1%, 1%
- CCc1cccc(C)c1NC(=O)CN1CCCN(Cc2ccc(C)cc2)S1(=O)=O
→ 6%, 4%[15.4 µM]
- COc1ccccc1CNC(=O)C1CCN(S(=O)(=O)Cc2ccccc2)CC1
→ 3%, 3%
- COc1ccc(OC)c(NC(=O)CSc2ccc(-c3sc(C)nc3C)nn2)c1
→ 4%, -4%

(next part)
Below each compound: Sm TGR inh, TbPYK inhibitor
- Cn1c(-c2ccccc2)cnc1NCc1ccccc1O
→ -23%, 15%
- COC(=O)c1c(NC(=O)c2cc3nc(-c4ccc(Br)cc4)cc(C(F)(F)F)n3n2)sc2c1CCCC2
→ 1%, -3%
- CN1CCN(C(CNC(=O)c2cccc(F)c2)c2ccc3c(c2)OCO3)CC1 (stereo unspecified)
→ 5%, -1%
- Cc1ccc(N2CCN(C(=O)c3ccc4c(Cl)c5c(nc4c3)CCCC5)CC2)c(C)c1
→ 16%, 3%
- COc1ccccc1CN1C(=O)CN(C2CCCCCC2)C(=O)C1c1ccc(C)cc1 (stereo unspecified)
→ 14%, -4%
- Cc1cccc(NC(=O)CSc2nc(C)cc(C)c2C(=O)Nc2ccc(Cl)cc2)c1
→ 2%, 5%
- CCOc1ccc(-n2c(SCC(=O)Nc3ccc4c(c3)OCCO4)nc3c([nH]c4ccccc43)c2=O)cc1
→ 3%, -2%
- Cc1ccc(S(=O)(=O)N2CCN(Cc3nc4ccc(C)cc4o3)CC2)c(C)c1
→ 4%, 3%
- O=C(NCCc1csc(-c2cccnc2)n1)c1cccc(C(F)(F)F)c1
→ -7%, 3%
- COc1ccc(C)cc1NC(c1nnc(-c2ccccc2)o1)c1ccc(F)cc1Cl (stereo unspecified)
→ 0%, 4%
- CC1CC(=O)N(CC(=O)Nc2ccc(F)cc2F)c2ccccc2S1 (stereo unspecified)
→ 1%, 2%
- O=C(NCC(c1cccnc1)N1CCN(Cc2ccccc2)CC1)C(=O)Nc1cccc(F)c1 (stereo unspecified)
→ -6%, -5%
- COc1ccc(-n2cc(C(=O)Nc3cc(F)ccc3F)c3ccccc3c2=O)cc1
→ 3%, 7%
- O=C(CSc1nc2c([nH]c3ccccc32)c(=O)n1-c1ccc(Cl)cc1)c1ccccc1
→ 0%, 1%
- CCOc1ccc(NC(=O)c2ccc3[nH]c(C)c(C)c3c2)cc1
→ -3%, -6%[15.4 µM]
- COc1ccc(N2C(=O)CS(=O)(=O)C23C(=O)N(Cc2c(F)cccc2Cl)c2ccccc23)cc1 (stereo unspecified)
→ 9%, -4%
- CC(C)CCNC(=O)CSCc1cnn(-c2ccccc2)c1-n1cccc1
→ 0%, -7%
- CCc1ccc(NC(=O)Cn2cnc3sc(C)c(S(=O)(=O)N4CCN(c5ccccc5OC)CC4)c3c2=O)cc1
→ 4%, 4%
- CCc1ccc(-n2c(=O)c3c4c(sc3n(Cc3ccccc3C#N)c2=O)CCC4)cc1
→ -2%, 6%
- COc1ccc(-c2cc(C(F)(F)F)n3nc(C(=O)Nc4ccc(Cl)cc4C(F)(F)F)cc3n2)cc1OC
→ -2%, -2%
- Cn1cc(C(c2ccccc2)c2ccc(Cl)s2)c2ccccc21 (stereo unspecified)
→ 2%, 2%
- CCOC(=O)c1cnc(NCc2ccc(OC)cc2OC)c2ccccc12
→ -4%, 5%
- Cc1ccc(Cl)cc1NC(=O)N1CCC(CN2CCc3ccccc3C2)CC1
→ -7%, -2%
- CC1=C(C(=O)Nc2cccnc2)C(c2ccccc2)n2nc(SCc3ccccc3Cl)nc2N1 (stereo unspecified)
→ 1%, -3%
- CC(C)COc1ccc(Nc2ncnc3ccc(Br)cc23)cc1
→ 2%, 1%
- CCn1c(C(=O)NCc2ccc(OC(C)C)cc2)cc2oc3ccccc3c21
→ 3%, 15%
- CCc1ccc(CN(Cc2ccco2)C(=O)c2ccc(C)cc2)cc1
→ -2%, -3%
- Cc1ccc(Nc2c(-c3ccncc3)nc3ccc(C)cn23)cc1
→ 1%, -13%
- CCc1ccc(CNC(=O)c2ccc3c(c2)c(C)c(C)n3Cc2ccccc2)cc1
→ 2%, 1%[15.4 µM]
- Cc1ccccc1NC(=O)CC(NCc1cccnc1)C(=O)O (stereo unspecified)
→ -1%, 1%
- CCc1c(C)c2ccc3c(c2oc1=O)CN(Cc1ccccc1)CO3
→ -10%, 5%
- Cc1nn(C(=O)COc2ccc(Cl)cc2)c(C)c1Sc1ccccc1
→ 6%, 2%
- Cc1cccc(-n2c(C)cc(C(=O)C(=O)Nc3ccccc3F)c2C)c1C
→ 5%, -6%
- Cc1ccc(OCc2cc(=O)n3c(-c4ccccc4)csc3n2)cc1
→ 30%, 1%
- O=C(NC1(C(F)(F)F)N=C(c2ccccc2)N(Cc2ccccc2)C1=O)c1ccc(F)cc1 (stereo unspecified)
→ 0%, 4%
- COc1ccc(C2CC(=O)c3cnc4c(-c5ccc(F)cc5)c(C)nn4c3C2)cc1OC (stereo unspecified)
→ 9%, -2%
- O=C(Nc1ccc2c(c1)OCO2)c1cc(-c2cccc(Cl)c2)on1
→ 6%, -3%
- COc1ccc(N2Cc3cccc(C(=O)Nc4ccc(C)cc4)c3C2=O)cc1
→ 11%, -4%
- COc1ccc(NC(=O)C2CCN(S(=O)(=O)c3cccc(-c4noc(C)n4)c3)CC2)cc1OC
→ 2%, 5%
- COc1ccc(-c2noc(C3CC(=O)N(c4ccc5c(c4)OCCO5)C3)n2)c(OC)c1 (stereo unspecified)
→ 6%, -3%
- CCOC(=O)Cn1c(=O)n(C2CCCCC2)c2nc(-c3ccc(Cl)cc3)nc(C(N)=O)c21
→ 26%, 1%
- CCCN(Cc1cccs1)C(=O)Nc1cc(OC)ccc1OC
→ -2%, -6%
- CCOc1ccc(NC(=O)CCSc2nc(-c3ccc4c(c3)OCO4)cc(C(F)(F)F)n2)cc1
→ 1%, -7%

From PubChem

This is a subset (hit frequency here may not be typical).
